High-throughput results as filed in PubChem BioAssay.
CSN deneddyl inh – CSN deneddylation inhibition; Purified CSN, SCF-Nedd8-OG deneddylation, fluorescence polarization; inhibition, % at 12.5 µM; actives 0.38% (n = 360,000);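 active = pattern-corrected inhibition above about 35%, with an unprinted fluorescence ratio check between 0.5 and 1.5, limit read from the data, passing the limit was not always enough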;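 also: 0% = enzyme with substrate and 100% = substrate without enzyme; some results filed as inactive read as strong as hits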
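Assay system: purified human Csn5 enzyme expressed in HEK293T cells; measure: % inhibition; also added: SCFSkp2-Nedd8OG substrate at 10 nM final; technique: fluorescence polarization; times: reaction 90 min, room temperature; medium: Tris buffer pH 7.5, NaCl, DTT, Tween-20, trehalose, ovalbumin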
Scp-1 inhibitor – blocks human Scp-1 phosphatase activity | Q9GZU7 | AID 493091 | inhibition, % at 20 µM | Recombinant Scp1, phosphopeptide, malachite green phosphate absorbance | actives 0.88% (n = 340,000);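 active = inhibition above about 50% at 20 µM, limit read from the data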;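 also: plate controls were DMSO wells with enzyme for no effect and wells lacking enzyme for full effect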
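Test system: SCP-1 phosphatase catalytic domain, residues 76-261 | Compound dosing: One concentration, 20 µM, with 1.0% DMSO | Schedule: 45 min room-temperature reaction, 5 min colour, 30 min stabiliser | Detection: Absorbance at 630 nm | Read-out basis: % inhibition of SCP-1 phosphate liberation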
LMPTP block – blocks human LMPTP phosphatase | recombinant LMPTP-A, OMFP fluorogenic substrate, fluorescence intensity | inhibition, % at 20 µM | actives 0.22% (n = 360,000) | AID 651560;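 active = compounds that cut the enzyme signal by at least half of the control window in the single-dose screen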;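 also: plate controls were DMSO wells with enzyme plus substrate for no effect and substrate without enzyme for full effect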
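test system = LMPTP-A | amount = 0.625 nM LMPTP-A final | reagent = fluorogenic phosphatase substrate OMFP at 400 µM final | incubation = 50 min at room temperature | benchmarks = no-enzyme low control, uninhibited high control | medium = Bis-Tris pH 6.0, DTT, detergent | signal = fluorescence intensity of OMFP turnover product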
TbMetRS inhib – blocks T. brucei methionyl-tRNA synthetase activity. inhibition, % at 11.9 µM. purified T. brucei MetRS, ATP depletion, Kinase-Glo luminescence. actives 0.4% (n = 360,000);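 active = inhibition above a per-plate cutoff of the control wells' mean inhibition plus 3 SD, cut at about 5.5% in these data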;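 also: 0% = DMSO wells median and 100% = median of wells with control inhibitor compound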
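System: purified T. brucei MetRS enzyme / Detection: Kinase-Glo luciferase luminescence reporting remaining unconsumed ATP / Medium: HEPES buffer with MgCl2, KCl, DTT, spermine, BSA, pyrophosphatase / Replication: singlicate, one well per compound / Evaluation: percent inhibition relative to median high and low control wells / Schedule: 2 h aminoacylation at 25 °C after 15 min preincubation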
Rpn11 inh – Rpn11 (human) deubiquitinase inhibition; actives 0.59% (n = 360,000); O00487; calls only at 20 µM; human 26S proteasome, Ub4-pepOG fluorescence polarization; 20S core pre-blocked with epoxomicin;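 active = inhibition at 20 µM, scaled to each plate's controls, above about 33%, limit read from the data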
Target sequence (O00487 whole entry, looked up): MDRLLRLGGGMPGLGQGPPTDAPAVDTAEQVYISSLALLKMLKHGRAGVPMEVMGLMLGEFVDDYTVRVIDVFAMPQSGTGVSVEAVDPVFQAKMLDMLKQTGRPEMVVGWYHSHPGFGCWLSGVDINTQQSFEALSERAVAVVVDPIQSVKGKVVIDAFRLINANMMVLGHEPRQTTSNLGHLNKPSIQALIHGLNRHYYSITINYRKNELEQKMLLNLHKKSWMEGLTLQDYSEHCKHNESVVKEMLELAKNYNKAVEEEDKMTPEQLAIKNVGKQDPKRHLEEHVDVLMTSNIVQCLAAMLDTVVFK
DNMT1 inh – blocks human DNA methyltransferase DNMT1. actives 0.83% (n = 360,000). P26358. inhibition (reported as % activation of signal), % at 10 µM. DNMT1 molecular beacon, Hinp1I cleavage, fluorescence; in the data active = inhibition above about 50%
PABP1 MLLE inh – blocks PAM2 peptide binding to the PABP1 MLLE domain | GST-MLLE / FITC-PAM2 fluorescence polarization | inhibition, % at 20 µM | actives 0.36% (n = 360,000); in the data active = inhibition above about 35%, passing the limit was not always enough;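 also: plate controls were DMSO wells with GST-MLLE for no effect and wells lacking GST-MLLE protein for full effect; some results filed as inactive read as strong as hits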
Target sequence (P11940 whole entry, looked up, the tested form may be a part): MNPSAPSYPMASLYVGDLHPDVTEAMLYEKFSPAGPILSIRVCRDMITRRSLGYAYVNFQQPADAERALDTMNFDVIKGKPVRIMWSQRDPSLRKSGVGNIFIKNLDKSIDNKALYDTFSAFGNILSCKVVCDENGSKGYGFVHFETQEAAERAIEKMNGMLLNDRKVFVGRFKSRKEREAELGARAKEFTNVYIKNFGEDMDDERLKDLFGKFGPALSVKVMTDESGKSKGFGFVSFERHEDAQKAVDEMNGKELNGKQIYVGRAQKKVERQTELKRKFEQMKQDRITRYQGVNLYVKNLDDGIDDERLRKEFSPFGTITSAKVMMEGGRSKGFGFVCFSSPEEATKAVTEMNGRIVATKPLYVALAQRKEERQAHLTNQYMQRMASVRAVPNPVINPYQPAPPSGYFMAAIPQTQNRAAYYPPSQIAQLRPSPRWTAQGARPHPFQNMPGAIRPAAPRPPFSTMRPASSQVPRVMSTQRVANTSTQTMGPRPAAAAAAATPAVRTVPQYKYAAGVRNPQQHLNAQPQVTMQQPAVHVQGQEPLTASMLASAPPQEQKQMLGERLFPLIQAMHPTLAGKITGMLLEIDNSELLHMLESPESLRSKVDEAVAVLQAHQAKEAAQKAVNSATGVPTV
NadD inh – NadD (S. aureus) enzyme inhibition | inhibition, % at 20 µM | purified NadD enzyme, colorimetric absorbance read-out | actives 0.78% (n = 360,000); in the data active = inhibition above about 26%; also: some compounds past the cut are filed as inactive
STEP inh – STEP (human) phosphatase inhibition | P54829 | AID 588621 | inhibition, % at 20 µM | recombinant STEP, OMFP fluorogenic substrate, fluorescence | actives 0.25% (n = 360,000);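 active = inhibition at 20 µM, scaled per plate between control wells, above about 37%, limit read from the data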;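 also: 0% = DMSO with enzyme and substrate and 100% = substrate only without enzyme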
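System: STEP (striatal-enriched tyrosine phosphatase) enzyme, cell-free; medium: Bis-Tris pH 6.0 buffer with DTT, detergent; dosing: 20 µM, 1% DMSO; times: reaction 20 min, ambient temperature; detection: fluorescence, 480/540 nm; read-out basis: normalized % inhibition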
SUMO1-SIM PPI – SUMO1-SIM interaction modulation. P63165. SUMO1 binding to a labelled peptide, TR-FRET, 1 h. inhibition, % at 20 µM. actives 0.33% (n = 360,000); in the data active = inhibition above about 37%
Starred values were filed as active, the others as inactive; i = inactive; nt = no result given.

SMILES	CSN deneddyl inh	Scp-1 inhibitor	LMPTP block	TbMetRS inhib	Rpn11 inh	DNMT1 inh	PABP1 MLLE inh	NadD inh	STEP inh	SUMO1-SIM PPI
COC(=O)c1nc2nc(C)cc(=O)n2[nH]1	-3	3	-0.5	-1.2	i	4	0	-5	-4	-1
O=[N+]([O-])c1cccc(/C=N/n2cnnc2)c1	-2	2	-1.3	0.2	i	-4	-3	5	-2	-27
Cc1ccc(/C=N/NC(=S)NC(C)C)o1	-3	-5	-2.3	-0.4	i	-6	-9	5	-3	-5
CCOC(=O)C1(C)CCCN(C(=O)c2cc(OC)c(OC)c(OC)c2)C1 (stereo not drawn)	8	nt	-1.3	-0.1	i	4	1	4	-3	-2
CC1CN2C(c3ccc([N+](=O)[O-])cc3)=CSC2=N1 (stereo not drawn)	2	-5	0.3	-0.4	i	0	1	0	-2	-32
Cc1cc2ccccc2cc1CN1CCCCC1	1	-9	0.1	-0.2	i	2	9	1	-1	-3
Cn1cnc(S(=O)(=O)N2CCN(C(c3ccccc3)c3ccccc3)CC2)c1	0	5	-1.0	-1.1	i	0	-5	2	-3	6
C=CCn1cnc2c(nnn2-c2ccc(Cl)cc2)c1=O	-3	-3	-0.8	-0.7	i	1	-8	-7	-2	1
CNCC(O)C(O)C(O)C(O)CO (stereo not drawn)	3	7	0.2	-0.8	i	-3	11	-2	-1	-2
O=C(NCc1ccccc1)NC1(C(=O)N2CCOCC2)CCCCC1	1	-7	-0.5	-0.5	i	2	-1	0	1	5
O=C(Cn1ncc(Cl)c(Cl)c1=O)c1ccc2c(c1)OCCO2	2	0	1.5	0.1	i	36	-23	6	-1	-24
CC(=O)Nc1ccc(S(=O)(=O)N(C)c2ccc(OCCOc3cccc(C)c3)cc2)cc1	3	24	3.0	-0.3	i	14	-3	-5	3	11
Cc1noc(C)c1S(=O)(=O)Nc1ccc(C(=O)NC2CCCCCC2)cc1	0	-3	-0.4	-2.2	i	0	-8	-6	0	-2
CCSc1nnc(NC(=O)C(C)(C(F)(F)F)C(F)(F)F)s1	-1	-7	-1.6	0.0	i	0	-23	-1	0	-1
Cc1ccc(S(=O)(=O)NCC(c2cccnc2)N2CCc3ccccc32)cc1 (stereo not drawn)	4	-2	2.3	-0.1	i	-14	0	10	0	7
CNC[C@@H]1Oc2cc(Br)ccc2S(=O)(=O)N([C@H](C)CO)C[C@@H]1C	1	nt	-1.0	-1.4	i	-1	-1	-1	-1	8
COc1ccc(-n2c(SCC(=O)c3ccc[nH]3)nnc2-c2ccccc2)cc1	2	2	-0.1	-1.8	i	-7	-61	5	-2	-4
CC(C)(C)OC(=O)CN1c2cccc3cccc(c23)S1(=O)=O	-2	-5	0.3	0.3	i	-2	-7	-11	1	-4
CC(C)OC(=O)c1ccc(NC(=O)Cn2c(-c3nonc3N)nc3ccccc32)cc1	5	-5	3.4	-0.4	i	-9	-17	2	6	43*
CCCCNC(=S)NNC(=O)c1csc2ccccc12	3	-6	-1.4	-0.3	i	3	5	1	0	2
Cc1ccccc1C(=O)NC1CCN(CC(=O)NCc2cccs2)CC1	4	-5	-1.1	-0.2	i	-1	-4	-5	0	-2
COCC(C)n1c(C)cc(C(=O)CN2c3cccc4cccc(c34)S2(=O)=O)c1C (stereo not drawn)	-2	-8	1.5	-0.4	i	-4	7	-3	0	-21
O=C(c1cnn(-c2ccccc2)c1)c1ccc2ccccc2c1O	3	-11	1.3	-1.2	i	-4	-3	8	0	-2
COc1cc(S(=O)(=O)N2CCCCC2)ccc1NC(C)=O	-6	-4	-1.3	-0.5	i	3	-5	-1	-1	-1
COCCN1C(=O)N[C@@H](c2ccco2)C(C(C)=O)=C1C	-1	12	-1.1	-0.1	i	8	-5	-5	2	8
C/C(Cc1ccccc1)=N\NC(=O)CNC(=O)c1ccc2c(c1)OCCO2	0	-9	-0.5	1.9	i	2	3	1	1	2
COCc1c(C(=O)NCc2ccccc2CN2CCCC2)oc2ccccc12	0	-1	1.2	-0.4	i	-2	14	0	1	-19
CC1(C)C(=O)OC(c2c(F)c(F)c(F)c(F)c2F)C2(CCCCC2)C1=O (stereo not drawn)	0	-5	1.8	-1.3	i	2	2	-2	1	0
O=C(O)CSc1nnc(Cn2nnc3ccccc32)n1CCc1ccccc1	-7	7	-0.4	-1.2	i	2	-54	-3	-4	-3
CN(Cc1cccnc1)C(=O)c1cc(S(=O)(=O)Nc2ccccc2F)ccc1Cl	4	-2	-0.3	-0.5	i	2	-18	-3	2	2
Cc1ccc(OP(=O)(Nc2c(C)n(C)n(-c3ccccc3)c2=O)Oc2ccc(C)cc2)cc1	2	7	-1.1	-0.4	i	4	15	-10	1	0
O=C(N[C@@H](c1ccccc1)[C@@H]1C[C@H]1C(=O)NCc1ccccn1)OCc1ccccc1	-1	3	-0.6	0.1	i	2	1	-2	-1	3
CN(c1ccccc1)c1nc(N)c([N+](=O)[O-])c(Nc2ccccc2)n1	4	0	2.1	-0.6	i	-2	1	-5	2	-9
CC12CCC(C1)C(C)(C)C2OC(=O)c1ccccc1C(=O)O (stereo not drawn)	-1	-16	-1.8	0.3	i	0	12	-8	-2	-2
COc1ccc(CCNC(=O)Cn2ccc3c(OC)cccc3c2=O)cc1OC	-2	-17	-2.1	-0.2	i	2	4	0	-4	4
Cc1cccc(NC(=O)COc2ccc(Br)cc2)n1	5	0	1.0	-0.4	i	4	0	-3	-1	2
COc1ccc(N2C(=O)C(Cl)=C(Nc3ccc(OC)cc3OC)C2=O)cc1	-2	1	1.9	-0.7	i	1	-21	-4	-2	-2
Cc1ccc(S(=O)(=O)N2CCCCC2)cc1C(=O)OC(C)C(=O)NCC1CCCCC1 (stereo not drawn)	-2	13	2.0	-0.6	i	4	0	-6	4	0
COCCNC(=O)c1onc(CCl)c1C(=O)OC	5	-6	-1.7	-0.1	i	1	6	-7	-2	4
CCCn1c(C2CCCN2c2nc(-c3ccc(OC)cc3)cs2)nc2ccccc21 (stereo not drawn)	1	4	6.3	-0.5	i	17	-1	12	3	-3
COc1cccc(NC(=O)N2CCCC2C(=O)NCc2ccccc2F)c1 (stereo not drawn)	-1	-6	-1.4	0.8	i	0	-3	1	2	1
O=C(COC(=O)c1ccccc1O)NC12CC3CC(CC(C3)C1)C2	-7	-7	-0.3	-0.3	i	0	-8	-11	4	-3
CCOc1ccccc1C(=O)Nn1c(C2CCC2)nc2ccccc2c1=O	5	1	-0.4	-1.0	i	-4	-26	-4	14	-1
CC1CCC(C(C)C)C(OC(=O)C[n+]2cc(-c3ccc(Cl)cc3)n3c2CCCCC3)C1 (stereo not drawn)	-6	3	1.5	0.0	i	1	5	1	1	3
Cc1ccccc1C(=O)Nc1ccccc1	-3	4	0.5	-0.2	i	2	1	-3	-5	0
FC(F)(F)c1cnc(N2CCC(=NOCc3ccc(Cl)cc3)CC2)c(Cl)c1	-4	0	3.1	-0.7	i	2	4	4	7	-1
COC(=O)c1cc(NC(=O)c2cc(C(C)(C)C)nn2Cc2cccc(C)c2)ccc1N1CCOCC1	-4	9	2.3	0.2	i	-2	-6	-2	0	-3
Cc1ccc(/C=C/C(=O)Nc2nccs2)o1	-3	-8	-1.1	-0.9	i	7	11	-4	-5	-11
C[C@@H]1C=C(C(=O)N2CCN(Cc3ccc4c(c3)OCO4)CC2)O[C@H](OCCCCO)C1	-2	-4	-1.4	-0.1	i	4	-7	2	3	-1
CC(Oc1cc(F)ccc1[N+](=O)[O-])C(=O)Nc1ccc(S(=O)(=O)N2CCCC2)cc1 (stereo not drawn)	0	-7	0.2	-0.3	i	-3	-10	-5	1	-10
O=C(NCCCCc1ccccc1)c1ccccc1	-2	-1	-1.2	-0.6	i	0	1	-1	-3	3
COc1ccccc1NC(=O)C(NC(=O)OC(C)(C)C)C(C)OCc1ccccc1 (stereo not drawn)	-4	-13	1.0	-0.9	i	-3	-6	-3	1	-3

A draw from above in order of molar mass, rising.
SMILES	CSN deneddyl inh	Scp-1 inhibitor	LMPTP block	TbMetRS inhib	Rpn11 inh	DNMT1 inh	PABP1 MLLE inh	NadD inh	STEP inh	SUMO1-SIM PPI
COC(=O)c1nc2nc(C)cc(=O)n2[nH]1	-3	3	-0.5	-1.2	i	4	0	-5	-4	-1
Cc1cc2ccccc2cc1CN1CCCCC1	1	-9	0.1	-0.2	i	2	9	1	-1	-3
COCCNC(=O)c1onc(CCl)c1C(=O)OC	5	-6	-1.7	-0.1	i	1	6	-7	-2	4
CCCCNC(=S)NNC(=O)c1csc2ccccc12	3	-6	-1.4	-0.3	i	3	5	1	0	2
CC(C)(C)OC(=O)CN1c2cccc3cccc(c23)S1(=O)=O	-2	-5	0.3	0.3	i	-2	-7	-11	1	-4
Cc1cccc(NC(=O)COc2ccc(Br)cc2)n1	5	0	1.0	-0.4	i	4	0	-3	-1	2
COCc1c(C(=O)NCc2ccccc2CN2CCCC2)oc2ccccc12	0	-1	1.2	-0.4	i	-2	14	0	1	-19
CC(C)OC(=O)c1ccc(NC(=O)Cn2c(-c3nonc3N)nc3ccccc32)cc1	5	-5	3.4	-0.4	i	-9	-17	2	6	43*
CC1CCC(C(C)C)C(OC(=O)C[n+]2cc(-c3ccc(Cl)cc3)n3c2CCCCC3)C1 (stereo not drawn)	-6	3	1.5	0.0	i	1	5	1	1	3
COC(=O)c1cc(NC(=O)c2cc(C(C)(C)C)nn2Cc2cccc(C)c2)ccc1N1CCOCC1	-4	9	2.3	0.2	i	-2	-6	-2	0	-3
